# Screens from PubChem BioAssay.
# FEN1 inhibitor: inhibitors of human flap endonuclease 1 | P39748 | Recombinant FEN1 flap cleavage, fluorescence, 15 min | Potency, µM (highest dose often 114 µM), inactives show top-dose activity change, negative = inhibition, usual class: inhibitors | 0.35% of 390,000 active; also: nearly all actives have a fitted effect of over 65% in size
#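 Quantitative HTS format: each compound was titrated, incubated with 10 nM nuclease for 15 min at room temperature, then challenged with flap substrate at 50 nM final. Signal change over 15 min gave concentration–effect curves.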
# N370S GC mod: inhibits or activates N370S mutant glucocerebrosidase. 0.092% of 330,000 active. N370S GC spleen homogenate, 4MU-glucoside fluorescence. P04062. Potency, µM (titrated, usually from 59.4 µM), for inactives: at the highest dose activity change, negative = inhibition, hits mostly inhibitors;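 also: 0% = full enzyme activity and -100% = no enzyme basal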
# GCN5L2 inh: GCN5L2 (KAT2A) acetyltransferase inhibition; Q92830; GCN5L2 HAT assay, ThioGlo1 CoA-SH fluorescence; Potency, µM (doses to about 58.9 µM), without a hit: top-dose activity change, negative = inhibition, actives largely listed as inhibitors; 0.21% of 390,000 active; AID 504327
# Target sequence (Q92830 whole entry, looked up): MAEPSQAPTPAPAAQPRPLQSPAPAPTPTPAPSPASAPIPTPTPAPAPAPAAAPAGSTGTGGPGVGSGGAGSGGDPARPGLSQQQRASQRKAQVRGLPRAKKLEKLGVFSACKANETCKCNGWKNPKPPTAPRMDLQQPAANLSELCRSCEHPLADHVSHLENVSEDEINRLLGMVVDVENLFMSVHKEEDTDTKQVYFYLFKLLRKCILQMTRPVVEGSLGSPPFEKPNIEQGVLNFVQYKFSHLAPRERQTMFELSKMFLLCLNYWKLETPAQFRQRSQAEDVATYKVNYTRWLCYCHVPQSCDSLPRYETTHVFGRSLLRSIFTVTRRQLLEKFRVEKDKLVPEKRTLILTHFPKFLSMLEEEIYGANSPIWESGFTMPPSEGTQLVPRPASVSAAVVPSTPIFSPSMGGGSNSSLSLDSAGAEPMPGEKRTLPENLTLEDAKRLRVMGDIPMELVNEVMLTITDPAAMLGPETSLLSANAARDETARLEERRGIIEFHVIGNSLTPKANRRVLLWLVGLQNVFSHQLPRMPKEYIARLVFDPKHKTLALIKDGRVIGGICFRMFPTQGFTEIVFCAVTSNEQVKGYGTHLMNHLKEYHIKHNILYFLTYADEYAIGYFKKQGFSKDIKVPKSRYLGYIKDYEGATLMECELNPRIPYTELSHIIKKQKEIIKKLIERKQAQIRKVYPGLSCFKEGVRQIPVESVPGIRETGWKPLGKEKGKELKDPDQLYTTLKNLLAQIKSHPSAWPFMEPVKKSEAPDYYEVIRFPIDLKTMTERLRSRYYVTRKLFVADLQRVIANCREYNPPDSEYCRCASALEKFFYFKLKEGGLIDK
#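 GCN5L2 (20 nM) in 50mM HEPES pH 7.5, 0.1mM EDTA, 0.01% Tween-20 preincubated 15 min with compounds at room temperature. Reaction started with H3(1-25) 75uM, acetyl-CoA 70uM, ThioGlo1 50uM; CoA-thiol fluorescence (Ex340/Em540) read at 0 and 20 min.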
# Active calls of the source: *; ? = inconclusive; . = not tested or not shown; & = joins results of further samples; [ ] = another dose, or the depositor's remark. Calls follow the shape of the dose curve; as a rule, active = well fitted curve in the direction sought with a large enough effect; inconclusive = small, poorly fitted or top-dose-only effect, or another doubt; inactive = no such curve, though single readings can be large; an effect the other way counts as inactive or inconclusive. Unless noted, % is scaled to controls: 0 for no effect and ±100 for the full control effect; potency is read from the fitted curve at half-maximal effect. This is a subset; the hit share may differ from the screen's.
molecule	FEN1 inhibitor	N370S GC mod	GCN5L2 inh
O=C(NNC(=O)c1cccs1)Nc1cccc(Cl)c1	5%	1%	2%
CC(C)(C)c1nc(Sc2ccc([N+](=O)[O-])cn2)n[nH]1	0%	-5%	0%
CC1(C(=O)Nc2ccc(S(=O)(=O)Nc3ncccn3)cc2)CCCC1	-2%	.	-4%
CC1CCc2nc3ncn(Cc4cccc(F)c4)c(=O)c3cc2C1 (stereo not given)	-5%	.	14%
COc1ccccc1-c1nnc(C2CCN(C(=O)c3ccccc3C)CC2)o1	18%	.	2%
Cc1cccc(NS(=O)(=O)c2cccc3nonc23)c1	0%	2%	-10%
CC(Oc1ccccc1)C(=O)NCc1cccnc1 (stereo not given)	7%	6%	3%
Cc1cc(NS(=O)(=O)c2cc(Cl)sc2Cl)no1	6%	-2%	12%
CC1CN(C(c2ccco2)c2sc3ncnn3c2O)CC(C)O1 (stereo not given)	19%	3%	-5%
COc1ccccc1NC(=O)COc1ccc2c(c1)OCO2	7%	23%	4%
Cc1cccc(C)c1NC(=O)c1ccc(-n2cncn2)nc1	3%	10%	5%
COc1ccccc1-c1nc2c(c(SCC(=O)Nc3c(C)cc(C)cc3C)n1)Cc1c(CO)cnc(C)c1O2	2%	.	4%
COc1ccc(C2CC(C(F)(F)F)n3ncc(C(=O)Nc4c(C)n(C)n(-c5ccccc5)c4=O)c3N2)cc1 (stereo not given)	-9%	?	-3%
O=C(NCCO)Nc1ccc(Cl)cc1	-1%	25%	1%
Cc1ccc(S(=O)(=O)NNC(=O)c2csnn2)cc1	-10%	1%	0%
CCOc1ccc(C(=O)NCC(c2ccc(Cl)cc2)N2CCCCC2)cc1 (stereo not given)	12%	.	-4%
O=C(Nc1nnc(SCc2cc(=O)n3cc(Cl)ccc3n2)s1)c1cccc(F)c1	12%	.	-2%
CCn1cc(/C=N\NC(=O)Cc2ccc(Cl)cc2)cn1	-6%	5%	-4%
CCCCn1c(N)c(N(CCOC)C(=O)c2nn(CC)c(=O)c3ccccc23)c(=O)[nH]c1=O	4%	-8%	-2%
CCOC(=O)N1CCC(N2CCN(S(=O)(=O)c3ccc([N+](=O)[O-])cc3)CC2)CC1	15%	-9%	-13%
COc1ccc(-n2c(SCC(N)=O)nnc2-c2cccnc2)cc1	4%	8%	-2%
COC(=O)[C@@]12CCCCN1[C@H](c1ccc(-c3ccc(F)cc3)cc1)[C@@H]1C(=O)N(C)C(=O)[C@@H]12	-20%	7%	-1%
O=C(Oc1ccccc1)N1CCC2(CCCN(c3ccncc3)C2)CC1	.	-5%	-11%
COc1ccc(C2=C(C#N)C(=O)OC2)cc1	4%	-2%	-3%
COc1ccc(CNC(=O)C2CCN(S(=O)(=O)c3ccc4c(c3)CCCN4C(C)=O)CC2)cc1	6%	.	2%
CCC1CN(C(=O)N2CCC(C(=O)NCc3ccccc3F)CC2)c2ccccc2O1 (stereo not given)	6%	.	-5%
CCC1Oc2ccccc2N(CC(=O)NC2CCCCC2)C1=O (stereo not given)	-1%	-8%	-6%
COC(=O)c1cc2oc(C)cc2n1CC(=O)N(C)c1ccccc1	-17%	3%	-18%
N#Cc1nc(COc2ccc(F)cc2)oc1N1CCCC1	7%	5%	-19%
Cc1ccc(N(C(=O)CCC(=O)Nc2cc(C)on2)C(C(=O)NC2CCCC2)c2ccncc2)cc1 (stereo not given)	1%	0%	0%
O=C(/C=C/c1ccc(OCCCF)cc1)N1CCN(Cc2ccccc2)CC1	-19%	6%	18%
O=C(/C=C/c1ccccc1)c1ccccn1	6%	6%	-3%
O=C(CSc1ccc(F)cc1)Nc1ccccc1N1CCOCC1	14%	-30%	-26%
CCOc1ccc(/C=N/NC(=S)NC2CC3CC2C2C=CCC32)cc1 (stereo not given)	-6%	28%	-1%
O=C(COC(=O)c1ccc2ncsc2c1)Nc1ccccc1Cl	-22%	.	0%
CC(C)c1ccc(OCC(=O)N(Cc2ccc(N(C)C)cc2)C2CCS(=O)(=O)C2)cc1 (stereo not given)	-15%	.	-6%
COc1ccc(N=C2SCC(c3ccc([N+](=O)[O-])cc3)=NN2CCO)cc1	-7%	-15%	-6%
N#Cc1cc2c(nc1SCc1cccnc1)CCCC2	-3%	6%[2.35 µM]	-15%
Cc1cc(C)c(C(=O)COC(=O)Cn2nc(-c3ccccc3)oc2=O)cc1C	0%	.	-10%
Cc1cccc(-c2nc(CS(=O)CC(=O)NCCc3ccc(Cl)cc3)c(C)o2)c1 (stereo not given)	2%	-9%	-12%

# Next section, overlapping the part above by five compounds.
molecule	FEN1 inhibitor	N370S GC mod	GCN5L2 inh
CC(C)c1ccc(OCC(=O)N(Cc2ccc(N(C)C)cc2)C2CCS(=O)(=O)C2)cc1 (stereo not given)	-15%	.	-6%
COc1ccc(N=C2SCC(c3ccc([N+](=O)[O-])cc3)=NN2CCO)cc1	-7%	-15%	-6%
N#Cc1cc2c(nc1SCc1cccnc1)CCCC2	-3%	6%[2.35 µM]	-15%
Cc1cc(C)c(C(=O)COC(=O)Cn2nc(-c3ccccc3)oc2=O)cc1C	0%	.	-10%
Cc1cccc(-c2nc(CS(=O)CC(=O)NCCc3ccc(Cl)cc3)c(C)o2)c1 (stereo not given)	2%	-9%	-12%
CN(c1ccccc1)S(=O)(=O)c1cccc(NC(=O)c2cc3ccccc3oc2=O)c1	-1%	12%	-31%
O=C(COC(=O)COc1ccccc1)Nc1ccc(Br)cc1Br	9%	.	0%
CC(C)N(Cc1ccccc1)c1ncnc2c1nnn2C	-7%	.	5%
COc1ccc(S(=O)(=O)Oc2ccccc2C(N)=O)cc1	4%	-1%	-1%
NC(=O)CSc1nnc(Cc2csc(Nc3ccccc3)n2)n1Cc1ccccc1	-3%	-1%	-2%
O=C(c1ccc(Br)cc1)N(Cc1nc2ccccc2c(=O)[nH]1)C1CCCC1	-20%	?	-4%
CC1=C(C2=C(C)C(C(C)C)C3=C(C(=O)C(O)C3O)C2O)C(O)C2=C(C(O)C(O)C2=O)C1C(C)C (stereo not given)	.	-15%	-8%
CC(=O)NC(Cc1ccccc1C)C(=O)NC1CCN(c2nnnn2-c2ccccc2)CC1 (stereo not given)	4%	16%	-7%
Cc1cccc(-c2nc(CS(=O)CC(=O)NC3CCCC(C)C3C)c(C)o2)c1 (stereo not given)	-5%	4%	?
Cc1ccnc(SC2CC(=O)N(c3ccc(Br)cc3)C2=O)n1 (stereo not given)	-5%	3%	-10%
Cc1ccccc1SCC(=O)Nc1cc(C(F)(F)F)ccc1N1CCOCC1	-18%	?	-11%
CCc1ccccc1NC(=O)NC1CCCCC1	1%	8%	-3%
CCOC(=O)CCCCCC(=O)Nc1ccc2c(c1)C(=O)N([C@H](C)CO)C[C@@H](C)[C@H](CN(C)S(=O)(=O)c1cn(C)cn1)O2	-5%	.	-1%
COc1ccc(/C(C)=N/NC(=O)c2nnn(-c3nonc3N)c2-c2cccs2)cc1OC	-4%	-5%	-3%
CC(=O)Nc1sc2c(c1C(c1ccncc1)N1CCOCC1)CCCC2 (stereo not given)	-7%	-1%	-7%
COc1ccc(NC(=O)C2(S(=O)(=O)c3ccc(C)cc3)CC2)cc1OC	-9%	-8%	-1%
CC12CCC(C(=O)Nc3ccccc3N3CCOCC3)(CC1=O)C2(C)C (stereo not given)	2%	1%	0%
Cc1ccc(NC(=S)NCCc2c[nH]c3ccccc23)c(C)c1	0%	7%	3%
COc1ccc(C2=NOC(C(=O)Nc3cccc(O)c3)C2)cc1 (stereo not given)	-3%	-17%	-22%
O=C1CS/C(=N/N=C/c2c[nH]c3ccccc23)N1	9%	14%	-7%

# An excerpt of these results, with two lines to a compound:
# Values run as follows: FEN1 inhibitor, N370S GC mod, GCN5L2 inh
CC12CCC(C(=O)Nc3ccccc3N3CCOCC3)(CC1=O)C2(C)C (stereo not given)
    2%, 1%, 0%
CC(C)N(Cc1ccccc1)c1ncnc2c1nnn2C
    -7%, ., 5%

# Further compounds:
molecule	FEN1 inhibitor	N370S GC mod	GCN5L2 inh
CS(=O)(=O)N1CCC[C@@]2(CCN(C(=O)Nc3cccc(F)c3)C2)C1	.	-9%	0%
Cc1cccc(C(=O)NNC(=O)c2ccc(O)cc2)c1	-5%	0%	-7%
CCn1c(=O)cc(SCC(=O)NCCN2CCN(Cc3ccccc3)CC2)c2ccccc21	-12%	-2%	-4%
C=CC[C@@H](CC(=O)N[C@H](CO)Cc1ccccc1)C(=O)N[C@H](C)COC(=O)[C@@H](CC=C)CC(=O)OC(C)(C)C	-5%	.	-1%
O=C(c1ccc2c(c1)OCO2)N1CCC2(CC1)Oc1ccc(Cl)cc1C(=O)C21CC(c2ccc(Cl)cc2)=NO1 (stereo not given)	.	-7%	-9%
Cc1nn(-c2ccccc2)c2nc(C(Cl)(Cl)Cl)[nH]c(=O)c12	-4%	15%	-10%
CC(C)c1nn2c(=O)cc(COC(=O)c3ccccc3NC(=O)c3cccs3)nc2s1	-2%	.	21%
CCc1ccc(N2CC(c3nnc(NC(=O)c4ccco4)s3)CC2=O)cc1 (stereo not given)	21%	.	-5%
O=C(O)c1cc(NCc2cccs2)ccc1N1CCOCC1	4%	-3%	0%
COc1ccc(NC(=O)c2oc3ccccc3c2NC(=O)c2cc(=O)c3c(C)cc(C)cc3o2)cc1	23%	.	-15%
CCNc1nc(NCC)nc(Oc2ccc(N)cc2)n1	1%	-2%	7%
Cc1sc2ncnc(-n3nnc4ccccc43)c2c1C	-5%	5%	2%
CCOC(=O)CNC(=O)c1ccc(Cl)s1	18%	0%	3%
COc1cc(C(=O)NCc2ccco2)c(Br)c(OC)c1OC	-4%	-25%	-1%
O=C(NCc1nc2ccccc2[nH]1)C1=C[C@@H](c2csc3ccccc23)C[C@@H](OCc2ccc(CO)cc2)O1	10%	0%	-4%
CCCCN(C)CC(O)Cn1cc(/C=C/C(=O)c2ccc(OCC)cc2)c2ccccc21 (stereo not given)	-16%	-26%	-11%&-12%
CCOC(=O)c1ccc(NC(=S)N2CCSC2c2c(F)cc(F)cc2F)cc1 (stereo not given)	-17%	-13%	-5%
COc1ccccc1NC(=O)CSc1nnc(C2CCCCC2)n1C	0%	-14%	-5%
[O-]c1c[n+](-c2ccc(-[n+]3cc([O-])on3)cc2)no1	-5%	-4%	-3%
O=C(c1ccc(C(F)(F)F)cc1)C1CCCN(C(=O)c2csnn2)C1 (stereo not given)	35%	0%	-1%
CS(=O)(=O)N(CC(=O)N1CCN(Cc2ccccc2)CC1)c1ccc(F)cc1	18%	-26%	-11%
CC(=O)Nc1ccc(N2C(=O)c3cccc(NC(C)=O)c3C2=O)cc1	-3%	8%	0%
O=C(c1ccncc1)N1CCC2(CCCN(c3ccc(-c4ccccc4)cc3)C2)CC1	.	6%	-14%
O=C(Cn1cnc2ccccc2c1=O)Nc1nnc(SCc2ccc(Cl)cc2)s1	-12%	13%	2%
CCCNC(=O)Nc1cc(C(=O)NCc2cccc(OCC)c2)ccc1N1CCCC1	-4%	.	20%
COc1ccc(S(=O)(=O)N2CCc3ccccc32)cc1C(=O)N(CC(C)C)C1CCS(=O)(=O)C1 (stereo not given)	11%	-10%	-9%
CCC(C(=O)NCCN1CCOCC1)n1c2ccccc2c2nc(=O)cc(C)n21 (stereo not given)	-3%	?	3%
COc1cc2c(cc1OC)C(c1cccc(Br)c1)NC(=O)C2 (stereo not given)	11%	-3%	-2%
COc1cccc(Nc2nc3ccccc3nc2NS(=O)(=O)c2cccs2)c1	-5%	-4%	-5%
CCNC(=O)COC(=O)COc1ccc(Cl)cc1C	3%	7%	-8%
O=C(O)c1ccc(S(=O)(=O)NCC2CCCCC2)cc1	24%	0%	?
COc1ccc(NC(=O)CCC(=O)Nc2ccc3nc(N4CCOCC4)cc(C)c3c2)c(OC)c1	15%	-3%	-2%
C=CCn1ncc(OC)c(Cl)c1=O	-16%	2%	0%
COc1ccc(CN2CCNC(=O)C2CC(=O)N(C)Cc2ccon2)cc1OC (stereo not given)	-2%	-3%	-5%
CCCCc1ccc(NC(=O)c2cnccn2)cc1	9%	10%	-13%
Cc1cc(/C=N/NC(=O)c2cccc(N(C)C)c2)c(C)n1-c1cc(C(=O)O)cc(C(=O)O)c1	?	2%	-28%
Cc1cc2c(cc1C)CSC(c1ccccc1O)SC2	-24%	-11%	-16%
Cc1ccccc1C(=O)N1CCC(c2nc(-c3ccc(S(=O)(=O)N4CCCC4)cc3)no2)CC1	12%	.	2%
O=[N+]([O-])c1cccc2cn[nH]c12	?	4%&0%&-13%&-10%	-14%&-6%
COc1cc(Br)c(/C=C/c2ccc3cccc(O)c3n2)cc1OC	-7%	0%	5%
